Compound activity as filed in PubChem.
Artemis inh – inhibitors of human Artemis endonuclease activity | 30,000 tested, 0.78% active | recombinant Artemis, quenched FAM hairpin cleavage fluorescence | inhibition, % at 10 µM | AID 686954 | Q96SD1;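 active = at 10 µM dose, at least 30% inhibition, measured as corrected fluorescence normalized to stimulator and neutral control wells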
Target sequence (Q96SD1 whole entry, looked up): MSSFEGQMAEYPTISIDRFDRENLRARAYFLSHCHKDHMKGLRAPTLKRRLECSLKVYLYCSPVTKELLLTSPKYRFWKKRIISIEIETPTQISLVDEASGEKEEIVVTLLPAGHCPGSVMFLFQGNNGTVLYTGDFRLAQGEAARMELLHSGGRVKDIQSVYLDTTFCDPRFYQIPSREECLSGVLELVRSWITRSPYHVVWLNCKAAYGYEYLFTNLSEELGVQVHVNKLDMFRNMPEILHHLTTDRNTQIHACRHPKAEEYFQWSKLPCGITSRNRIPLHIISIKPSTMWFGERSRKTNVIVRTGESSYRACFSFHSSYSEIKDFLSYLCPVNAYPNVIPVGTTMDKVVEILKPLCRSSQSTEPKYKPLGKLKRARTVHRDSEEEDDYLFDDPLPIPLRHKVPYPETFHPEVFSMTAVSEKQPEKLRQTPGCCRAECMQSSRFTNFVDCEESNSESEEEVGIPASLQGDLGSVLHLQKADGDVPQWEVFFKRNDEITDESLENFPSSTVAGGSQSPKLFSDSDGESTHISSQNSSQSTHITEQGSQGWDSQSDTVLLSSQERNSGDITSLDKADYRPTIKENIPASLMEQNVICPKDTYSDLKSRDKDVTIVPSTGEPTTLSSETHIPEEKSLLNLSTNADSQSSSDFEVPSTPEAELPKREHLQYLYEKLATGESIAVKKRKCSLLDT
The depositor's hits bear a star. These rows are one share of the data; rates above refer to the full screens.

SMILES	Artemis inh
O=C1CCCc2c1[nH]c1c(Br)cccc21	-1
N=c1c(C(=O)NCc2ccccc2)cc2c(=O)n3ccccc3nc2n1CCCN1CCOCC1	15
CC[n+]1c(C)sc2c(C)cc(C)cc21	1
C=CCc1ccc(OCCOc2cccc(/C=N/n3cnnc3)c2)c(OC)c1	6
Cc1cccc(N2C(=O)CN=C2Nc2nc(C)cc(C)n2)c1	-6
CCn1c(SCc2ccccc2Cl)nc2ccccc21	3
CC(C)Cn1cnc2c(c(-c3ccccc3)c(-c3ccccc3)n2Cc2ccco2)c1=N	23
COc1ccccc1N(C(C)=O)c1nc(C)cc(C)c1C#N	-5
O=C1NC(c2ccc3c(c2)OCO3)Nc2ccccc21 (centres undefined)	3
CC(C)NCC(O)Cn1c2c(c3ccccc31)CCc1c-2cnn1-c1ccccc1 (centres undefined)	0
CC(=O)Nc1ccc(NC(=O)CC2Nc3cccc4cccc(c34)NC2=O)cc1 (centres undefined)	20
O=C(CCCN1C(=O)CCC1=O)Nc1ccc2c(c1)OCO2	-1
COc1c(C)cccc1C(=O)Nc1ccc(N2CCOCC2)c(Cl)c1	-1
Cc1cccc(C(C#N)c2nc3ccccc3nc2C(F)(F)F)c1 (centres undefined)	-7
C/C(=N\OC(=O)c1ccc(Cl)c(Cl)c1)c1sc(C)nc1C	0
COC(=O)c1nn(-c2ccccc2)c(Sc2ccc(Cl)cc2)c1/C=N/O	-2
Cc1onc(-c2ccccc2)c1C(=O)Nc1cccc2nsnc12	-2
Brc1ccc2cccnc2c1	5
Cc1ccc(NC(=O)c2cnn(-c3ccccc3)c2NC(=O)c2ccco2)cc1	-22
CCOC(=O)c1c(N)sc(C(=O)N(C)C)c1C	1
C=CCOc1ccc(CNC(C)(C)CO)cc1OC	13
Cc1nn(-c2ccccc2)c2nc(=O)n(-c3ccccc3)cc12	-3
CC(C)(C)n1nnnc1CN(Cc1ccco1)Cc1cc2cc3c(cc2[nH]c1=O)OCO3	1
CN1CCN(C(=O)c2cc(Cl)ccc2Cl)CC1	2
CCCC(=O)N1CCN(c2nc(CC(C)C)c3c(c2C#N)CCC3)CC1	13

Remaining list, next part:
SMILES	Artemis inh
C=CCNC(=O)c1cc2c(C(F)(F)F)nn(C)c2s1	-4
COc1ccc(N2CCN(C(=O)C34CCC(C)(C(=O)C3)C4(C)C)CC2)cc1 (centres undefined)	-12
O=C(Nc1ccccc1N1CCCCC1)c1ccc2nccnc2c1	12
CCc1ccc2c(CN(CC)Cc3nc4ccccc4c(=O)[nH]3)cc(=O)oc2c1	6
Cc1cc(NCCCN(C)C)n2nc(-c3cccs3)cc2n1	-8
CC1(C)Cc2c(c(N3CCOCC3)nc3sc(-c4ccc(C(=O)O)o4)c(N)c23)CO1	3
O=C(NCc1ccncc1)/C(=N/O)c1ccccc1	6
CCOC(=O)N1CCN(C(=O)c2ccc(C)c(S(=O)(=O)Nc3ccccc3)c2)CC1	-5
CC(C)n1c(=N)c(C(=O)NCCc2ccccc2)cc2c(=O)n3ccccc3nc21	2
CC(C)CCn1c(N2CCN(c3cccc(Cl)c3)CC2)nc2c1c(=O)[nH]c(=O)n2C	27
COc1ccc(C(=O)N/C(=C\c2ccccc2)C(=O)NC(CCSC)C(=O)O)cc1 (centres undefined)	3
CNC(=O)OCc1cccc(COC(=O)NC)n1	-7
O=C(COC(=O)c1ccc(Cl)c(S(=O)(=O)N2CCCC2)c1)NC1CCCC1	-8
Cc1nnc(N2C(=O)C(O)=C(C(=O)c3ccco3)C2c2ccc(C(C)(C)C)cc2)s1 (centres undefined)	21
Cc1cccc(Oc2ncnc3onc(C)c23)c1	5
COc1ccc(NC(=O)CSc2nnc(CNC(=O)c3ccco3)o2)c(OC)c1	0
Cc1ccc(NC(=O)C(=O)NCCN2CCN(C(=O)C(c3ccccc3)c3ccccc3)CC2)cc1	-5
Cc1cccc(C(=O)N2CCN(c3ncnc4c3cnn4-c3ccccc3)CC2)c1	-3
Cc1ccc(NC(=O)C2CCCN2S(=O)(=O)c2ccc(F)cc2)c(C)c1 (centres undefined)	-3
Cc1ccc(C(C)C)c(OCCNS(C)(=O)=O)c1	4
Cn1cnnc1SCc1ccc(C#N)cc1	-3
Cn1c(=O)c2c(nc(Br)n2C)n(C)c1=O	-7
COc1cccc(-c2nc(-c3ccccn3)no2)c1OC	2
COc1ccc(CNC(=O)CN(C(=O)CCC(=O)Nc2ccccn2)c2ccccc2OC)cc1	2
CCCN1C(=O)SC(CC(=O)Nc2ccc(C)cc2)C1=O (centres undefined)	-2

Next section
SMILES	Artemis inh
O=C(c1cccc(C(=O)N2CCN(Cc3ccccc3)CC2)c1)N1CCN(Cc2ccccc2)CC1	1
Cc1ccccc1NC(=O)CN(c1ccc(F)cc1)S(C)(=O)=O	-5
O=c1cc(-c2ccccc2)n(S(=O)(=O)c2ccc3ccccc3c2)o1	7
CN1CC[n+]2c(CN3C(=O)c4ccccc4C3=O)csc21	-3
C=C(C)C1Cc2c(C)nn(-c3nc(C)cc(C)n3)c2C1 (centres undefined)	11
S=C(NN=C1C2CC3CC(C2)CC1C3)Nc1ccccc1	8
O=C(c1ccco1)N1C2C=CC(C2)C1(C(F)(F)F)C(F)(F)F (centres undefined)	7
Cc1ccc2cc3cc(C(=O)NCCN4CCOCC4)oc3nc2c1	-10
CCCN1C/C(=C/c2cccc([N+](=O)[O-])c2)C(=O)/C(=C/c2cccc([N+](=O)[O-])c2)C1	18
CCCCNC(=O)NC1C(NC(=O)NCCCC)N(C)C(=O)N1C (centres undefined)	-7
C/C(=N\NC(=O)c1ccc(F)cc1)c1cccc(NC(=O)c2ccco2)c1	-7
CC(C)CC1(C)NC(=O)NC1=O (centres undefined)	9
CCOC(=O)c1cnn(-c2cc(C)nc3c(-c4ccccc4)cnn23)c1N	-9
Cc1cc2oc(C(=O)Nc3c(C)n(C)n(-c4ccccc4)c3=O)c(C)c2cc1C	3
CC(=O)c1c(C)nn(C(C)CC(=O)O)c1C (centres undefined)	-1
CCCNC(=S)Nc1ccc(Br)cc1	-1
CCCNC(=O)CN(c1ccccc1)S(=O)(=O)c1ccc(OC)c(OC)c1	3
COc1cc(NS(=O)(=O)c2cc(C)ccc2OC)c(OC)cc1Cl	-2
CCOP(=O)(OCC)C(C#N)=C1SCN(c2ccccc2)CS1	8
CCC(C(=O)O/N=C(\N)c1cccc(C)c1)c1ccccc1 (centres undefined)	-3
Cc1ccccc1S(=O)(=O)Oc1ccccc1C(=O)Oc1ccccc1	2
Cc1cc(N/C=C\C(=O)c2ccc(Cl)c(Cl)c2)no1	-1
Cc1onc(-c2ccccc2Cl)c1C(=O)NCCCN1CCOCC1	-4
O=C(NNC(=O)c1ccc([N+](=O)[O-])o1)c1ccccc1	0
O=C(CCC(=O)c1ccccc1)Nc1cccnc1	1

Given in markdown: 2 of the compounds above
| molecule | Artemis inh |
| --- | --- |
| Cc1cc(N/C=C\C(=O)c2ccc(Cl)c(Cl)c2)no1 | -1 |
| Cc1onc(-c2ccccc2Cl)c1C(=O)NCCCN1CCOCC1 | -4 |

Some of the entries so far, as labelled records.
molecule: CCCN1C/C(=C/c2cccc([N+](=O)[O-])c2)C(=O)/C(=C/c2cccc([N+](=O)[O-])c2)C1
  Artemis inh: 18

molecule: CCCCNC(=O)NC1C(NC(=O)NCCCC)N(C)C(=O)N1C (centres undefined)
  Artemis inh: -7

molecule: C/C(=N\NC(=O)c1ccc(F)cc1)c1cccc(NC(=O)c2ccco2)c1
  Artemis inh: -7

molecule: CC(C)CC1(C)NC(=O)NC1=O (centres undefined)
  Artemis inh: 9

(listing goes on)
SMILES	Artemis inh
CCOC(=O)CS(=O)(=O)c1nc(-c2ccc(F)cc2)cc(C(F)(F)F)n1	6
Cc1ccc(S(=O)(=O)NC(C)(C)CSc2nnc(N)s2)cc1	4
CCOC(=O)c1c(N)sn(-c2ccccc2C)c1=S	-9
COC(=O)C(C(=O)N1CCN(C)CC1)C1CCCCCC1 (centres undefined)	1
Cc1ccc(C)c(N2CCN(C(=O)C3CCN(c4nnc(N5CCCC5=O)s4)CC3)CC2)c1	4
O=[N+]([O-])c1ccc(NC(=S)N2CCN(c3ccc(F)cc3)CC2)cc1	-9
CC(C)OC(=O)CSc1nc(N)c(C#N)c(-c2ccco2)c1C#N	7
CCOc1cc(-c2c(C)c(C)nc(N)c2C#N)ccc1O	-16
CCOC(=O)COn1c(=O)c(=O)n(O)c2ccccc21	0
O=C(NC12CC3CC(CC(C3)C1)C2)c1ccc(S(=O)(=O)N2CCOCC2)cc1	0
Cc1cc(C)cc(NC2=NC3(CCCCC3)N=C(N)N2)c1	5
COc1ccc(CN(Cc2ccccn2)S(=O)(=O)c2ccc(-n3cnnn3)cc2)cc1	3
NC(=O)C1CCN(C(=O)CN(c2cccc(C(F)(F)F)c2)S(=O)(=O)c2ccccc2)CC1	1
O=C1NCN(c2ccccc2)C12CCN(c1nnnn1-c1ccccc1)CC2	4
CC(C)(C)C(=O)Nc1ccc(C(=O)N/N=C/c2ccccc2OC(=O)c2ccc(Cl)cc2Cl)cc1	10
O=C(CN1CCC(NC(=O)c2ccco2)CC1)Nc1cccc2ccccc12	-7
O=C(NCC1COc2ccccc2O1)c1ccc(NC(=O)c2ccco2)cc1 (centres undefined)	4
CCC(C)(C)NC(=O)C(c1ccccc1F)N(C(=O)c1ccn[nH]1)c1ccccc1 (centres undefined)	1
CCCCCCCC1CC(CSc2ncn[nH]2)OC1=O (centres undefined)	7
O=C1c2ccc(Oc3ccc4c(c3)C(=O)N(CCCO)C4=O)cc2C(=O)N1CCCO	-1
Cn1nc(-c2ccccc2)c(-c2nc(-c3cccc(C(F)(F)F)c3)no2)c1Cl	-10
O=C(CNC(=O)/C(=C\c1ccc(F)cc1)NC(=O)c1ccccc1)OCc1ccccc1	-2
Cc1cc(/C=N/NC(=O)CC2(C)OCCO2)c(C)n1-c1cc(Cl)cc(Cl)c1	4
CSc1nc2ccccc2cc1/C=C(\C#N)c1ccc(Cl)c(Cl)c1	2
Cc1ccc(CNC(=O)CCCn2c(=O)c3ccccc3n(CC(=O)NCc3ccco3)c2=O)cc1	0

Random excerpt: 4 compounds from above, in no set order.
SMILES	Artemis inh
CC(=O)c1c(C)nn(C(C)CC(=O)O)c1C (centres undefined)	-1
O=C(NCc1ccncc1)/C(=N/O)c1ccccc1	6
Cc1cccc(C(=O)N2CCN(c3ncnc4c3cnn4-c3ccccc3)CC2)c1	-3
CCOC(=O)c1cnn(-c2cc(C)nc3c(-c4ccccc4)cnn23)c1N	-9

Next records follow.
SMILES	Artemis inh
CCN(C(=O)COC(=O)C(Cc1ccccc1)N1C(=O)c2ccccc2C1=O)C1CCS(=O)(=O)C1 (centres undefined)	-3
O=C1CC(C2CCCO2)C(=O)N1c1cccc(Cl)c1 (centres undefined)	1
Brc1ccc(-c2nc3ccccc3s2)s1	-6
CC(C)(C)c1ccc(S(=O)(=O)CC(O)CSc2nc3c(cc2C#N)CCCC3)cc1 (centres undefined)	6
O=C(Nc1nc(-c2ccccc2)cs1)c1ccc(Br)o1	7
COC(=O)CCN(C(C)=O)c1ccc(N)cc1	-6
CC1CCc2c(sc3ncnc(SCC(=O)c4ccccc4)c23)C1 (centres undefined)	-6
C=CCNc1nc(-c2ccccc2)c(C(=O)OCC)cc1C#N	-1
CCN1C(=O)CSC1=NC1C2CC3CC(C2)CC1C3 (centres undefined)	3
O=C(Cc1coc(-c2ccc(F)cc2)n1)NC1CCCCC1	-8
COc1cccc(NC(=O)CSc2nnc(-c3cccs3)n2C)c1	-10
Cn1c(SCC(=O)c2ccc(F)cc2)nc2cccnc21	3
CCCC(C)C(=O)Nc1ccc(Cl)cc1Cl (centres undefined)	-4
O=C(CSc1ncccn1)c1ccccc1Br	6
CCOC(=O)c1ccc(NC(=O)CCc2ccc(C)o2)cc1	-4
COc1ccc(S(=O)(=O)N2CCCN(CC(=O)Nc3ccc(OC)c(Cl)c3)CC2)cc1	1
CCC(c1nnnn1Cc1ccc2c(c1)OCO2)N1CCN(c2ccccc2)CC1 (centres undefined)	6
Cc1ccc(SCCNC(=S)Nc2cc(C)cc(C)c2)cc1	5
C/C(CC(=O)Nc1ccccn1)=N\NC(=O)C(=O)Nc1cccc(C)c1	1
Cc1ccccc1C(=O)Nc1ccc(S(=O)(=O)N2CCN(C)CC2)cc1	1
N#Cc1nc(COc2ccc(F)cc2)oc1N1CCN(Cc2ccccc2)CC1	-10
CS(=O)(=O)Nc1ccccc1C(=O)Nc1ccccc1Cl	-4
O=C(O)CCN1C(=O)C(=C2CCCCCC2)SC1=S	0
Cc1ccc(-c2nnc(N3CCOCC3)c3ccccc23)cc1S(=O)(=O)NCC1CCCO1 (centres undefined)	-4
O=C(CN1C(=O)C2C3C=CC(C3)C2C1=O)N1CC(=O)N(CCc2ccccc2)C(=O)C1 (centres undefined)	-1

Four entries from above, field by field.
Compound: O=C(NC12CC3CC(CC(C3)C1)C2)c1ccc(S(=O)(=O)N2CCOCC2)cc1
  Artemis inh = 0

Compound: Cc1cc(C)cc(NC2=NC3(CCCCC3)N=C(N)N2)c1
  Artemis inh = 5

Compound: COc1ccc(CN(Cc2ccccn2)S(=O)(=O)c2ccc(-n3cnnn3)cc2)cc1
  Artemis inh = 3

Compound: NC(=O)C1CCN(C(=O)CN(c2cccc(C(F)(F)F)c2)S(=O)(=O)c2ccccc2)CC1
  Artemis inh = 1

(cont.)
SMILES	Artemis inh
CC1(C)CC(NC(=O)COc2ccc3ccccc3c2)CC(C)(C)N1	-2
C=Cn1nc(C)c2ccccc2c1=O	-12
CCCC(C)C(=O)Nc1ccc(Cl)cn1 (centres undefined)	4
COc1ccccc1C(c1nnnn1Cc1ccccc1)N1CCN(c2nc3ccccc3s2)CC1 (centres undefined)	10
O=C(O)C(Cc1ccccc1)n1cnnn1 (centres undefined)	-13
CCCc1nc2ccccc2c(C(=O)OCc2nnc(-c3cc(OC)c(OC)c(OC)c3)o2)c1CC	17
